Screening data (PubChem)
D1 antag – human D1 dopamine receptor antagonism; P21728; HEK293 TREx D1 cells, calcium flux, dopamine EC80; hits give low values; activity change, negative = inhibition, % at 10 µM; actives 3.2% (n = 360,000); AID 504652; in the data active means activity change below about -30%; further: on the % scale 0 is the no-effect control and ±100 the full control effect
Target sequence (P21728 whole entry, looked up): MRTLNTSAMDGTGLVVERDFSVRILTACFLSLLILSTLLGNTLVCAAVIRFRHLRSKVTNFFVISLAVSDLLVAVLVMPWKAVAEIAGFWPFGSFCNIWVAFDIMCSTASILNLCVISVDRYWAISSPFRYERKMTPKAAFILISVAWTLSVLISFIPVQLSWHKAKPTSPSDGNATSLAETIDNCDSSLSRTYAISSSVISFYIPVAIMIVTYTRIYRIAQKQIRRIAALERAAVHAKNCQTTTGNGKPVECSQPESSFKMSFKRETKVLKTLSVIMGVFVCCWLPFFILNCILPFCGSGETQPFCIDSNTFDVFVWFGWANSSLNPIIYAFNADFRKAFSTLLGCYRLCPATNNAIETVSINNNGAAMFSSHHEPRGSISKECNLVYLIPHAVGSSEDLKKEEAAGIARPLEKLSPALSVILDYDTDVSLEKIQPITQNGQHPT
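Using tetracycline-induced force-coupled D1 Hek293 cells and a calcium dye, signals were followed for 180 s after compound, then for 180 s after EC80 dopamine, to detect inhibitors.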
D2 PAM – D2 dopamine receptor (human) potentiation; P14416; HEK293 T-REx D2, calcium flux, EC20 dopamine potentiation; potentiation, % at 10 µM; actives 0.34% (n = 340,000); AID 485347;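 active means potentiation over 3 SD above the plate norm, cut at about 30% in these data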; further: 0% is about no effect
Target sequence (P14416 whole entry, looked up): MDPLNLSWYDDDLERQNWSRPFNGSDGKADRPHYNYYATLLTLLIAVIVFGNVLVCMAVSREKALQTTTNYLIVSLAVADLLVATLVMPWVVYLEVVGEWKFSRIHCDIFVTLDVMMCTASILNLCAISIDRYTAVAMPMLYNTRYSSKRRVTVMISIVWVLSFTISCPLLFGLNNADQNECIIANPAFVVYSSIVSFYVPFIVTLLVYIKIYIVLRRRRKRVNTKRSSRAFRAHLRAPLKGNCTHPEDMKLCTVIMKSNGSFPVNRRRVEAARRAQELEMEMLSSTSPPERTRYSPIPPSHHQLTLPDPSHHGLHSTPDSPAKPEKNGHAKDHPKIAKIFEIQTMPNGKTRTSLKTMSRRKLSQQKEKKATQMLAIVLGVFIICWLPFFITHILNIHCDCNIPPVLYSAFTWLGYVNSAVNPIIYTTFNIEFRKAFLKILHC
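Tetracycline-induced Hek293 Trex D2 cells, force-coupled to calcium, loaded with no-wash calcium dye. Compound added with 180 s kinetic read for agonism, then EC20 dopamine and a further 180 s read for potentiation.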
RXFP1 antagonist – RXFP1 (human) relaxin receptor antagonism. Q9HBX9. HEK293-RXFP1, relaxin-stimulated cAMP HTRF, 30 min; hits give low values. activity change, negative = inhibition, % at 57.5 µM. actives 0.59% (n = 350,000). AID 1259400;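 active means activity change of -60% or lower, but not beyond a set lower limit; inconclusive means change between -60% and -40%, or beyond the set limit; inactive means change above -40%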; further: on the % scale 0 is the no-effect control and ±100 the full control effect
D2 antag – D2 dopamine receptor (human) antagonism. HEK293 TREx D2 cells, calcium flux, dopamine EC80. inhibition, % at 10 µM. actives 2% (n = 340,000). AID 485344; in the data active means inhibition above about 30%; further: 0% is about no effect
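Compounds are added to dye-loaded, induced HEK293 T-REx cells coupled to calcium release via D2; after a 3 min kinetic read an EC80 dopamine stimulus is given and fluorescence is recorded for 3 more min.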
D1 ag – human D1 receptor agonism; P21728; HEK293 T-REx D1 cells, calcium flux, agonist mode; activation, % at 2 µM; actives 1% (n = 360,000); AID 504660; further: 0% is about no effect
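Tetracycline-induced HEK293 TREx D1 cells, force-coupled to calcium signalling, were dye-loaded with a no-wash calcium kit. Compound was pin-added after a 10 s baseline. Fluorescence was read kinetically at 1 cycle/s for 180 s, with calcium rises flagged as agonism.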
TRHR enhancer – allosteric enhancers of human TRH receptor; enhancement, % at 2 µM; P34981; TRHR cells, fluo-8 calcium fluorescence, EC20 TRH enhancement; actives 0.66% (n = 360,000); in the data active means enhancement above about 30%; further: 0% is about no effect
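Enhancer read-out: after compound pinning and an initial kinetic agonist-mode read, an EC20 of TRH (10 nM final) was injected and fluo-8 calcium signal (Ex 480/Em 530) followed at 1 s/cycle for 100 cycles in TRHR-expressing cells.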
TRHR ag – TRH receptor (human) agonism | P34981 | TRHR cells, calcium flux fluo-8, FDSS agonist mode | activation, % at 2 µM | actives 0.18% (n = 360,000); further: 0% is about no effect
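In this calcium-flux screen, cells bearing human TRHR are dye-loaded with fluo-8, baselined for 10 cycles, then exposed to library compounds; positive kinetic calcium responses during the agonist phase mark hits, with TRH as control.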
D2 agonist – activates the human D2 dopamine receptor; activation, % at 2 µM; HEK293 T-REx D2 cells, calcium flux agonist mode; actives 0.53% (n = 340,000); P14416;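 active means activation over 3 SD above normal in the single-dose calcium agonist read, cut at about 30% in these data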; further: 0% is about no effect
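Agonism is scored from calcium flux in a force-coupled, inducible HEK293 cell line expressing D2, read kinetically for 180 s after compound addition against dopamine controls.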
D1 potentiator – potentiators of human D1 dopamine receptor; HEK293 TREx D1 cells, calcium flux, dopamine EC20 potentiation; potentiation, % at 10 µM; AID 504651; actives 0.036% (n = 360,000); P21728; in the data active means potentiation above about 30%; further: 0% is about no effect
Active calls of the source: *; ? = inconclusive; / = not tested or not shown. Unless noted, no stated cut-off is given here; in the data, active means activation above about 30%; inactive means the rest. No enrichment for hits; overall some 7.1% were active at least once.

Below each SMILES: D2 agonist	D1 antag	D1 ag	RXFP1 antagonist	D2 PAM	TRHR ag	TRHR enhancer	D1 potentiator	D2 antag
CCn1c2ccccc2c2nnc(SCC(=O)Nc3c(C)n(C)n(-c4ccccc4)c3=O)nc21
 : /	18	1	-3	/	-0.2	3	1	/
O=C(Nc1cc(S(=O)(=O)N2CCOCC2)ccc1O)c1ccc(NS(=O)(=O)c2ccc(Cl)s2)cc1
 : -2.1	-68*	-1	1	7	-0.3	0	-12	5
CCOc1ccc(NC(=O)Cn2ncc3ccccc32)cc1
 : 0.5	1	0	2	-8	-0.5	-4	-7	-8
COC(=O)[C@H](CCSC)NC(=O)NCc1ccc(S(N)(=O)=O)cc1
 : 0.1	-8	2	-9	-13	0.3	-6	-4	-2
COc1ccc(OC)c(C(c2nnnn2CCc2ccccc2)N2CCN(c3ccccc3)CC2)c1 (centres undefined)
 : 6.7	9	3	6	9	23	-6	-8	5
COc1ccc(C(C)=O)cc1COC(=O)CCNS(=O)(=O)c1ccc(C)c(C)c1
 : 0.3	-15	2	-6	-8	-0.3	2	-9	8
CCN(CC)C(=O)c1cn(-c2ccccc2)nc1-c1ccc2c(c1)OCCO2
 : -0.1	-1	2	-9	2	-0.8	-25	-8	3
COc1ccc(C(c2nnnn2Cc2ccccc2)N2CCN(C(=O)c3ccco3)CC2)cc1 (centres undefined)
 : 0.0	4	4	4	-3	0.2	-6	1	11
COC(=O)c1ccc(Oc2c(C)oc3c(CN4CCN(C)CC4)c(O)ccc3c2=O)cc1
 : -0.3	12	6	12	5	-1.0	11	-8	-3
COc1ccc(S(=O)(=O)N2CCN(C(=S)NCCc3ccccc3)CC2)cc1
 : 0.6	-19	7	-2	-10	0.2	-2	-4	0
O=C(CCS(=O)(=O)Cc1ccccc1)Nc1ncc([N+](=O)[O-])s1
 : 0.2	8	8	-1	-4	-0.4	0	-3	7
COc1ccc(CCNC(=O)COc2ccc(S(=O)(=O)N3CCOCC3)cc2)cc1
 : 1.2	-6	1	26	-6	0.1	-6	-4	4
O=C(CCC(=O)c1cccs1)NC1CCCCCC1
 : 0.9	-12	3	6	-1	1.8	-3	-4	-3
CCN(C1CCS(=O)(=O)C1)S(=O)(=O)c1ccc(OC)c(OC)c1 (centres undefined)
 : 0.1	6	2	-2	-16	0.2	-1	-2	0
COc1cc(CSc2ncc(CO)n2Cc2ccc(C)cc2)cc(OC)c1
 : 0.8	-14	13	-5	-4	-0.7	3	7	/
CCOC(=O)c1ccc(-c2c(-c3ccc4c(c3)OCO4)noc2C)cc1F
 : -0.5	-4	6	/	-17	0.4	-1	-4	23
CSc1nn2c(C(F)(F)F)cc(C(F)(F)F)nc2c1C(N)=O
 : -1.3	-7	2	6	-2	-0.5	-5	-2	0
CC(C)N(Cc1cc2ccccc2[nH]c1=O)C(=O)c1cccc([N+](=O)[O-])c1
 : 0.7	2	0	-3	6	0.1	16	2	1
Cc1cccn2c(=O)c(C=NCc3ccccc3)c(NCCO)nc12
 : -1.1	8	0	11	4	-0.5	0	-3	-5
COc1ccccc1CNS(=O)(=O)c1ccc2[nH]cc(C(=O)O)c(=O)c2c1
 : -0.6	44	2	-12	0	-0.3	-6	-10	-2

Looked up above:
D2 antag with Cc1cccn2c(=O)c(C=NCc3ccccc3)c(NCCO)nc12 stands at -5
D2 agonist with COc1ccc(C(c2nnnn2Cc2ccccc2)N2CCN(C(=O)c3ccco3)CC2)cc1 (centres undefined) stands at 0.0
TRHR enhancer with CCn1c2ccccc2c2nnc(SCC(=O)Nc3c(C)n(C)n(-c4ccccc4)c3=O)nc21 stands at 3
D1 potentiator with COc1ccc(OC)c(C(c2nnnn2CCc2ccccc2)N2CCN(c3ccccc3)CC2)c1 (centres undefined) stands at -8

Additional entries:
Below each SMILES: D2 agonist	D1 antag	D1 ag	RXFP1 antagonist	D2 PAM	TRHR ag	TRHR enhancer	D1 potentiator	D2 antag
CCCc1nc2c(sc3nc4c(cc32)COC(C)(C)C4)c(=O)n1Cc1ccco1
 : -0.1	8	2	12	12	0.9	-2	-1	-5
CCc1ccccc1NC(=O)c1ccc2c(c1)N(Cc1cc(C)ccc1C)C(=O)c1ccccc1S2(=O)=O
 : 0.8	-18	4	/	1	0.5	4	4	/
COc1ccc(C2=C(SC)CC2=NC(C)(C)C)cc1
 : 20	14	1	2	16	0.0	10	-2	-5
O=C(NCCNC(=O)c1ccc(Cl)cc1Cl)c1ccco1
 : -0.4	10	3	-39	4	0.3	6	/	-5
Cc1ccc(C(=O)CCC(=O)N2CCN(c3ccccc3O)CC2)cc1
 : /	-22	3	7	/	-0.2	1	4	/
O=C(Nc1ccc(F)cc1)c1ccc(-n2cncn2)c([N+](=O)[O-])c1
 : -0.3	-26	3	-7	-4	0.4	2	-6	10
O=C(c1ccc(=O)n(Cc2ccccc2)n1)N1CCN(C/C=C/c2ccccc2)CC1
 : 0.1	2	7	-12	18	-1.4	12	-6	2
CCOc1ccc2c(c1)-c1c(ssc1=S)C(C)(C)N2
 : 1.3	18	2	-7	-4	-0.1	-10	1	-12
CC(=O)Nc1cc2ccccc2oc1=O
 : /	15	-1	6	/	0.2	-6	1	/
CC(C)c1nc2sc3c(=S)nc[nH]c3c2c2c1CCC2
 : 1.2	8	1	-5	5	0.6	0	4	13
O=C(Cc1ccc(Cl)cc1)NNC(=S)NC(=O)c1cccnc1
 : 0.6	-6	4	0	3	0.2	-8	-7	40*
O=C(COc1ccc(Cl)cc1Cl)N1CCN(c2ccccn2)CC1
 : -1.0	5	2	3	-5	-0.1	5	-3	4
O=C1CCC(=O)N(c2ccccc2)N1
 : /	0	1	19	3	0.6	-4	8	/
O=C(CN1CCCCC1)Nc1nnc(-c2ccc([N+](=O)[O-])cc2)s1
 : 0.0	2	5	-10	12	-0.2	-2	-3	9
O=C(NC1CC1)C1CCN(C2CCN(Cc3ccccc3C(F)(F)F)CC2)CC1
 : 1.5	6	8	-7	1	0.5	16	0	-32
COc1ccc(-c2cc(C(=O)Nc3ccc(F)cc3F)no2)cc1
 : 2.2	7	3	16	7	0.4	0	4	12
O=C(Nc1c(C(=O)N2CCOCC2)oc2ccccc12)c1cccc([N+](=O)[O-])c1
 : -0.1	-9	-1	-6	-5	-0.6	-2	-3	2
C/C(=N\Nc1nc2ccccc2[nH]1)c1ccc(Cl)s1
 : -0.4	3	1	?	14	0.1	-11	-11	-2
O=C(O)COc1ccccc1/C=N/Nc1ccc(S(=O)(=O)Nc2ccc(Cl)cc2)cc1[N+](=O)[O-]
 : -0.4	4	13	1	-1	-0.2	5	-17	0
CCOC(=O)c1cccc(S(=O)(=O)N(CCO)Cc2cc3cc(OC)ccc3[nH]c2=O)c1
 : -2.1	-4	2	-10	-3	-0.9	1	-3	9
c1ccc(COc2cccc(CN3CCc4ccccc4C3)c2)cc1
 : 0.9	2	4	-4	-21	0.4	-1	-2	-17
CCCn1c(CCC(=O)Nc2cc(OC)cc(OC)c2)nc2cccnc21
 : -0.6	-9	1	-8	-2	-1.0	-2	0	/
Cc1c(CCC(=O)O)c(=O)oc2cc(OCc3ccccc3Br)ccc12
 : 0.1	4	1	-7	-6	0.2	3	-5	-11
CCC1Oc2ccccc2N(CC(=O)NCCN2CCc3ccccc3C2)C1=O (centres undefined)
 : 4.4	-19	6	-1	-15	-0.1	0	-2	20
CCOC(=O)c1cc(-c2ccccc2)n(CC(=O)NC2CCC(C)CC2)c1C (centres undefined)
 : 2.0	-3	1	-30	8	-0.4	9	-4	/
CCc1ccccc1NC(=O)C(Cc1ccccc1)c1nn[nH]n1 (centres undefined)
 : -0.3	12	1	16	-7	0.4	4	3	-11
O=C(Nc1nc2ccc(S(=O)(=O)N3CCCCC3)cc2s1)c1cccnc1
 : 1.0	0	0	-1	10	-0.1	5	-2	-10
CCOc1cc(S(=O)(=O)N2CCC(c3nc4ccccc4s3)CC2)c(OCC)cc1S(=O)(=O)N1CCCCC1
 : 0.6	8	-1	-10	-6	-0.4	-4	1	25
Cc1ccccc1NC(=O)c1sc2nc3n(c(=O)c2c1C)N=C(c1ccccc1)CS3
 : 6.4	-5	-2	8	0	-0.2	-3	1	/
CCOC(=O)c1cc(=O)cc(C(=O)OCC)o1
 : -0.9	-17	2	0	5	0.0	4	-5	4
CC(=O)N1CCN(Cc2nc3cc(NC(=O)COc4ccccc4)ccc3n2C)CC1
 : -0.2	-15	2	-7	-9	0.2	6	3	-8
O=C(Cn1c(=O)n(-c2ccccc2)c(=O)n1CC(=O)N1CCCCC1)N1CCCCC1
 : 0.4	-1	1	10	4	0.2	-2	0	13
CCc1cc(=O)oc2c(C)c(OCC(=O)NC3CC(C)(C)NC(C)(C)C3)ccc12
 : 0.1	1	2	-2	-2	0.3	5	-1	17
CCc1sc(C(=O)NCc2ccccc2)cc1C
 : -0.6	-11	1	-3	-15	-0.2	-1	2	26
CC1C(=O)N2CCCc3cc(S(=O)(=O)NCc4ccc(F)cc4)cc1c32 (centres undefined)
 : -0.6	-3	2	5	10	-0.3	22	-2	6
N#Cc1ccc(/C=C(\C(=O)C(=O)O)c2ccc3ccccc3n2)cc1
 : 1.9	-8	8	-3	9	1.5	0	-2	24
O=C(Cc1ccccc1)c1ccc(Cl)cc1
 : 0.4	14	5	-3	2	-0.6	0	-1	-5
CCc1nnc(NS(=O)(=O)c2ccc(Nc3ccc4nonc4c3[N+](=O)[O-])cc2)s1
 : -0.7	3	0	9	4	-0.4	-1	2	8
O=C(CCc1ccccc1)Nc1c(F)c(F)c(F)c(F)c1F
 : -0.5	-12	1	/	-2	0.1	-3	0	-9
CCOC(=O)CNC(=O)CSc1nnc(Cn2c(=O)sc3ccccc32)n1C
 : 0.1	5	1	-5	-4	0.2	-2	3	-5
COc1cccc(N2CCN(C(=S)NCCc3ccccc3)CC2)c1
 : -0.1	-1	2	-4	-3	0.2	-3	-7	16
Cn1cc(CN2C[C@H]3CC[C@H]2C3)c(-c2ccccc2F)n1
 : 1.5	-13	3	-6	12	-0.3	-1	-3	-6
CCOC(=O)C1CCCN(C(=O)Cn2ncc3c(C)n(Cc4ccc(Cl)cc4)c(C)c3c2=O)C1 (centres undefined)
 : 0.6	3	2	-9	-20	0.0	-6	-1	/
O=C(O)CCCCNS(=O)(=O)/C=C/c1ccccc1
 : -0.1	-16	3	-12	-4	-0.4	10	2	-10
NC(=O)c1cc(C(=O)c2ccc(Cl)cc2)c[nH]1
 : -0.1	3	3	-5	7	-1.0	16	-5	-6
COC(=O)C1=C(C(C)=O)C(c2ccc(C)cc2)n2nnnc2N1 (centres undefined)
 : 3.4	-15	5	-5	-5	0.4	-1	-9	7

Part of the list above in order of length of the SMILES, rising:
Below each SMILES: D2 agonist	D1 antag	D1 ag	RXFP1 antagonist	D2 PAM	TRHR ag	TRHR enhancer	D1 potentiator	D2 antag
COc1cccc(N2CCN(C(=S)NCCc3ccccc3)CC2)c1
 : -0.1	-1	2	-4	-3	0.2	-3	-7	16
Cn1cc(CN2C[C@H]3CC[C@H]2C3)c(-c2ccccc2F)n1
 : 1.5	-13	3	-6	12	-0.3	-1	-3	-6
CCOC(=O)C1CCCN(C(=O)Cn2ncc3c(C)n(Cc4ccc(Cl)cc4)c(C)c3c2=O)C1 (centres undefined)
 : 0.6	3	2	-9	-20	0.0	-6	-1	/
